GALK inhibitor = blocks human galactokinase activity. P51570. Purified GALK, Kinase-Glo residual ATP luminescence. Potency, µM (titrated, usually from 57.5 µM), for the others: at the highest dose activity change, negative = inhibition, most hits filed as inhibitors. hit rate 0.007% among 270,000. AID 1868; further: potency means the concentration at half of the fitted maximal effect; on the % scale 0 is the no-effect control and ±100 the full control effect
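Kinase-Glo Plus luminescence measured ATP left after a 1 h room-temperature reaction. The reaction used 5 nM GALK, 100 uM galactose and 35 uM ATP at pH 8.0 (20 mM HEPES, 5 mM MgCl2, 60 mM NaCl, 1 mM DTT, 0.01% BSA).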
Giardia killer = kills Giardia lamblia | Giardia lamblia trophozoite viability | activity change, % at 7.66 µM, hits read low | hit rate 0.15% among 340,000 | AID 540267; in the data active means activity change below about -80%; inconclusive means between about -30% and that limit;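 further: parasites exposed to compound for two days anaerobically before the ATP read; on the % scale 0 is the no-effect control and ±100 the full control effect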
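Each well holds 100 Giardia trophozoites and compound. After two days (48 hrs) at 37 deg C in anaerobic conditions, ATP is quantified by luminescence.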
Tb PFK inh = inhibitors of T. brucei phosphofructokinase; T. brucei PFK, ADP-Glo luminescence; Potency, µM (doses to about 57.5 µM), for the others: at the highest dose activity, negative = inhibition, hits mostly inhibitors; hit rate 0.17% among 330,000;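 further: potency means the concentration at half of the fitted maximal effect; 0% = uninhibited 1x PFK enzyme wells and -100% = no-enzyme wells; nearly all actives have a fitted effect of over 60% in size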
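ADP-Glo luminescence quantified ADP after 45 min at room temperature, with 1.25 nM T. brucei PFK, 0.1 mM ATP and 0.5 mM fructose-6-phosphate in pH 8.0 TEA buffer. qHTS titrations up to 57 µM; curves classified by quality.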
hERG WT inh = inhibitors of human wildtype KCNH2 potassium channel. Q12809. U2OS, BacMam KCNH2, thallium flux FluxOr; hits give low values. activity change, % at 1.84 µM. hit rate 0.37% among 340,000. AID 720551;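 active means maximum activity change below -70%; inconclusive means maximum activity change between -70% and -50%; inactive means maximum activity change above -50%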; further: on the % scale 0 is the no-effect control and ±100 the full control effect
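U2OS cells were transduced with wild-type KCNH2 virus (2.03 x 10^8 / mL) for 4 h at room temperature, then cultured overnight at 37 C. Thallium flux was read with FluxOr dye. Rate constants were normalized to DMSO controls.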
BCR signal inh = blocks chronic active B-cell receptor signaling. ABC-DLBCL IkBa-CBG/CBR reporter, luminescence ratio, 4 h. Potency, µM (doses to about 46.1 µM), for the others: at the highest dose ratio change, negative = lower green/red ratio, actives largely listed as inhibitors. hit rate 0.05% among 340,000. AID 493014; active means well fitted inhibition curve with a large enough effect in the signal ratio, with a control signal flat, not every such curve was filed as active; inconclusive means small, poorly fitted or top-dose-only effect, or effect the other way, or a change in a side signal; the % refers to the signal ratio;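 further: potency means the concentration at half of the fitted maximal effect; plate controls were basal doxycycline-induced cells for no effect and cells given 10 µM MG132 for full effect; MG132 reads +100%, hits lower the ratio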
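TMD8 human ABC-DLBCL cells with doxycycline-inducible IκBα–green luciferase fusion and unfused red luciferase, in 0.5% FBS medium; compounds up to 46 uM, 4 h at 37C. Green/red luminescence ratio, filter-overlap corrected, fitted to concentration-response curves.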
CXXC DNA block = inhibitors of human MLL CXXC domain-DNA interaction | Q03164 | MLL-CXXC / FITC-HOXA9 DNA fluorescence polarization | Potency, µM (highest dose often 115 µM), for the others: top-dose activity change, negative = inhibition, hits mostly inhibitors | hit rate 0.037% among 290,000 | AID 2662; active means well fitted inhibition curve with a large enough effect in the polarisation, with a control signal flat, not every such curve was filed as active; inconclusive means small, poorly fitted or top-dose-only effect, or effect the other way, or a change in a side signal; inactive means no such curve, though single readings can be large or run the other way; the % refers to the polarisation; further: potency means the concentration at half of the fitted maximal effect
Target sequence (Q03164 whole entry, looked up, the tested form may be a part): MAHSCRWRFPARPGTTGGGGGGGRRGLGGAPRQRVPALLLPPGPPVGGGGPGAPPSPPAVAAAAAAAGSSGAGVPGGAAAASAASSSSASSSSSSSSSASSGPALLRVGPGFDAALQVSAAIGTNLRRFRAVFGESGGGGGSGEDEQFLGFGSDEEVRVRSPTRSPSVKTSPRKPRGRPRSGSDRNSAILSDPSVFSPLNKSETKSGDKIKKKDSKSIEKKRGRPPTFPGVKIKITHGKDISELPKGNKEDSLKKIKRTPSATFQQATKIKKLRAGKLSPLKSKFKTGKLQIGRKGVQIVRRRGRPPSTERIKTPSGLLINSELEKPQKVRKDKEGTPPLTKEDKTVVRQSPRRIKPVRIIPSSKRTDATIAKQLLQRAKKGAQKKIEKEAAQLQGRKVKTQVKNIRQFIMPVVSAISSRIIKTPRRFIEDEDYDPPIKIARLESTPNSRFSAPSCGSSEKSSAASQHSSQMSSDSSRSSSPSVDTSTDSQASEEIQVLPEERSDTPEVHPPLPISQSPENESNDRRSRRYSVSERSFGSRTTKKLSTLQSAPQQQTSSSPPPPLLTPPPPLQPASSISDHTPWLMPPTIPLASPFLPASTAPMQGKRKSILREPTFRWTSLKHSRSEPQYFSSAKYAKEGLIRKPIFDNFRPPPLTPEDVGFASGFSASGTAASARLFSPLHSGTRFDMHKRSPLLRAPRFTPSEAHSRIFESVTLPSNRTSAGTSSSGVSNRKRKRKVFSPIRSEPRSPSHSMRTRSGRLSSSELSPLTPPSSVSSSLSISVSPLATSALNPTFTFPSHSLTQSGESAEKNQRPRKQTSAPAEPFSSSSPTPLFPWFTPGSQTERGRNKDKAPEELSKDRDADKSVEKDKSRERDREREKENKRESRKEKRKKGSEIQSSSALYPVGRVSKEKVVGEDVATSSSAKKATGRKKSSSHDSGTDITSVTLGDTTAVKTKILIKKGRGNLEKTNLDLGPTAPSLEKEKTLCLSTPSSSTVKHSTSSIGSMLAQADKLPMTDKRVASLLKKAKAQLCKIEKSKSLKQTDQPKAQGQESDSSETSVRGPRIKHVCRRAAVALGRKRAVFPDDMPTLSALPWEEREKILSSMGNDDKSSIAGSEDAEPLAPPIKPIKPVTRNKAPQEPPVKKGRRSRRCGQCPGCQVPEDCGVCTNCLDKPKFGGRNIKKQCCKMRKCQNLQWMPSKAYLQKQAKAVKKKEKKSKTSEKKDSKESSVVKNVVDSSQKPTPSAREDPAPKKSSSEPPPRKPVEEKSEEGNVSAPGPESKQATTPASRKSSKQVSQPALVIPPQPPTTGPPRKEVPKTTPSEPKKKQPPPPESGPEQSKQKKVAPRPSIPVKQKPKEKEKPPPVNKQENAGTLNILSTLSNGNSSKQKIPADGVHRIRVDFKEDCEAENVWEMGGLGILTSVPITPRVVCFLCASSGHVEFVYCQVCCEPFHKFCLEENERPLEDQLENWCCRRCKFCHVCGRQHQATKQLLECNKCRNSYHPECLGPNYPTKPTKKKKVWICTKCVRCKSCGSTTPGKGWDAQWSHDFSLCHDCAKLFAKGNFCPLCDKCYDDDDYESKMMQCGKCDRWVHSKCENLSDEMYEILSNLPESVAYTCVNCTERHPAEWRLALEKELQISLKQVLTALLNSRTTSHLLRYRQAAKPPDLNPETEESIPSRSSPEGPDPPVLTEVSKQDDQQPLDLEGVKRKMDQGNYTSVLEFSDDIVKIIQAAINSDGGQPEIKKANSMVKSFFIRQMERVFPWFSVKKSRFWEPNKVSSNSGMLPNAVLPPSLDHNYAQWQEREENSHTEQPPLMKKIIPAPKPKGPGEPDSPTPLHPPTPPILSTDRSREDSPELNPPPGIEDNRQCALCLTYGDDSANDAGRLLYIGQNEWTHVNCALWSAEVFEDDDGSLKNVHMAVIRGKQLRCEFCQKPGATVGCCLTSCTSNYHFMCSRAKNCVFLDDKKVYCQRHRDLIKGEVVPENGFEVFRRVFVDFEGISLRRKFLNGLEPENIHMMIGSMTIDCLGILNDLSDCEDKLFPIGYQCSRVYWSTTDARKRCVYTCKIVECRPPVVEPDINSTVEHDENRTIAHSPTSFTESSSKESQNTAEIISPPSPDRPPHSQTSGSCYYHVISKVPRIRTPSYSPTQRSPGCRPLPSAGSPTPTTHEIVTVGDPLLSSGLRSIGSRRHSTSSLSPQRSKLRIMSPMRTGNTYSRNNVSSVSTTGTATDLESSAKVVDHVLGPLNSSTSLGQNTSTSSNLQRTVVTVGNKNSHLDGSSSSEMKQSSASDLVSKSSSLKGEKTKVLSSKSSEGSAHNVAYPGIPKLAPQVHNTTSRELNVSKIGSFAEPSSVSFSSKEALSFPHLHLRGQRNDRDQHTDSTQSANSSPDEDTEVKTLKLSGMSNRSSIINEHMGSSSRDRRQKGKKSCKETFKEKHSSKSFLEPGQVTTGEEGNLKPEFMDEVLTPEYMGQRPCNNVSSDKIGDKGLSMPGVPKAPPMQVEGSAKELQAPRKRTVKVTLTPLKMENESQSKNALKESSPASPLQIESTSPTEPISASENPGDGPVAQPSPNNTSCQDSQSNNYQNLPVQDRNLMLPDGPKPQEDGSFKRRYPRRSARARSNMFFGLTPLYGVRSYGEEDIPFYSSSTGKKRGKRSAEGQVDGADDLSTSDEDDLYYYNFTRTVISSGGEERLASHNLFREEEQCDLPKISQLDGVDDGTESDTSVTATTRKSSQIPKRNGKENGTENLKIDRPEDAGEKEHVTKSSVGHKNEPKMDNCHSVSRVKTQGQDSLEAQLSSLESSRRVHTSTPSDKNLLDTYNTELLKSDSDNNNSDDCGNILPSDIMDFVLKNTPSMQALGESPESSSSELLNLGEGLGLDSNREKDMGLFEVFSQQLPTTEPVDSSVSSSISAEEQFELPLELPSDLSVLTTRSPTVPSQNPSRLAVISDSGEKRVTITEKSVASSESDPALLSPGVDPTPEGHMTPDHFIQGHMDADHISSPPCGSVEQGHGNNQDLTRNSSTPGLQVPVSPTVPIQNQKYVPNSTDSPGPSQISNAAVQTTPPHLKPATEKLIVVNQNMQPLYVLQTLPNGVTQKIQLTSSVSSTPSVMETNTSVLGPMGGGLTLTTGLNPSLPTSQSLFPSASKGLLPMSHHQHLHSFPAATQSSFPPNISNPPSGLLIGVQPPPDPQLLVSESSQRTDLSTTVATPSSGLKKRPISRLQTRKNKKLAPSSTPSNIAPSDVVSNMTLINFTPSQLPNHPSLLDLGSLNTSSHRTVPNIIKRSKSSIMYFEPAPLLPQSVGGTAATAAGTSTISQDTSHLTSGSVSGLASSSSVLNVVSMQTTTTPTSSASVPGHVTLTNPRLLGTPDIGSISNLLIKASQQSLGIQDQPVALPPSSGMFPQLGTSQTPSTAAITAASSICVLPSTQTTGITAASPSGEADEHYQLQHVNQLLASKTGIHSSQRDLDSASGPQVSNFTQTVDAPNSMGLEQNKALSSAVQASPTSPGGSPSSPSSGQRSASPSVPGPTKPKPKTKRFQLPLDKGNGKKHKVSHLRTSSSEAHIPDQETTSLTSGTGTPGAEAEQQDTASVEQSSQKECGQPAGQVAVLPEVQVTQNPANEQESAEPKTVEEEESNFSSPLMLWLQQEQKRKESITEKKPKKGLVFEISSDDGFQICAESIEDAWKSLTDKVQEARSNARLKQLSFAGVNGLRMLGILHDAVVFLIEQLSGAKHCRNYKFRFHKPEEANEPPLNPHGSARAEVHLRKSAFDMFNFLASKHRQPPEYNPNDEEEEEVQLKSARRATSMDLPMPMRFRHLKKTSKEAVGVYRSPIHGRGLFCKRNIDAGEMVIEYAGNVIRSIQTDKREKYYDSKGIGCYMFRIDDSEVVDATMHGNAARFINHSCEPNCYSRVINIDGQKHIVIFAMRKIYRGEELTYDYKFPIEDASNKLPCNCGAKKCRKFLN
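Purified MLL-CXXC (added from a 7 uM solution) was preincubated 5 min at ambient with pinned compounds in 50 mM Tris-HCl pH 7.5, 50 mM NaCl, 1 mM DTT, 0.05% BSA. Fluorescein-labeled HOX-A9 DNA (50 nM solution) followed, 30 min, then polarization read.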
TCR activator = activates T cell receptor signaling. 330,000 tested, under 10 active. Potency, µM (doses to about 9.22 µM), for the others: top-dose activation of IL-2 secretion, usual class: activators. primary human leukocytes, anti-CD3, IL-2 HTRF, 48 h; further: % of control where 0% means no effect
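IL-2 release read by HTRF sandwich (Eu cryptate donor, d2 acceptor, 665 nm emission) after 48 hr exposure of primary human leukocytes to compound together with anti-CD3 beads in the absence of co-stimulatory signals.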
TSHR antag = human thyrotropin receptor antagonism. activity change, negative = inhibition, % at 11.5 µM. hit rate 0.2% among 330,000. AID 504810. TSHR-expressing cells, TSH-stimulated cAMP HTRF, 2 h; hits give low values;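 active means activity change below a set negative limit, meaning inhibition stronger than a set level, cut at about -70% in these data; inconclusive means activity change between two set negative limits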; further: on the % scale 0 is the no-effect control and ±100 the full control effect
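Inhibition of cAMP made by TSHR-expressing cells under TSH stimulation (4nM final, EC80; 2 h, 37 deg C) is quantified with a one-step lysis HTRF kit, anti-cAMP cryptate versus cAMP-d2.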
Coupling enz = inhibits coupling enzyme system, counter-screen for aldolase hits. coupling enzyme system counterscreen, AmpLite Red fluorescence. activity change, negative = inhibition, % at 58.2 µM, hits read low. hit rate 0.67% among 290,000; in the data active means activity change below about -30%; further: on the % scale 0 is the no-effect control and ±100 the full control effect
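Compounds tested against the coupling enzymes alone at 57.5 uM final; readout was AmpLite Red fluorescence (525/598 nm) after 20 min at RT.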
AT treatment = candidate therapy for ataxia-telangiectasia; […] A-T fibroblasts, KAP-1 phosphorylation AlphaLISA; neocarzinostatin DNA damage 30 min before lysis; Potency, µM (highest dose often 57.5 µM), for the others: at the top dose activation, actives largely listed as activators; hit rate 0.19% among 320,000; AID 485349; further: potency means the concentration at half of the fitted maximal effect; % of control where 0% means no effect; nearly all actives have a fitted effect of over 45% in size
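ATM-like activity read as KAP-1 phosphorylation via AlphaLISA donor/acceptor antibody pairs after lysis and 6 hr at 25C. Cells were ATM-null patient fibroblasts ([…], hTERT), dosed 60 min, then exposed to the DSB inducer NCS for 30 min.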
* = called active by the depositor; [ ] = dose if it differs, or a comment. Unless noted, the call rests on the fitted dose curve; in most records, active means well fitted curve in the direction sought with a large enough effect; inconclusive means small, poorly fitted or top-dose-only effect, or another doubt; inactive means no such curve, though single readings can be large; an effect the other way counts as inactive or inconclusive.

How did O=C(CN1C(=O)NC2(CCOc3ccccc32)C1=O)Nc1ccc(Br)cc1F (configuration not stated) do in these assays?
Giardia killer: 20; Tb PFK inh: 0%; hERG WT inh: 19; BCR signal inh: 0%; TCR activator: -8%; TSHR antag: 7; AT treatment: 2%

Results for O=C(NC1CCCCC1)N1CCCc2ccccc21 ?
GALK inhibitor: 3%; Giardia killer: 13; Tb PFK inh: -1%; hERG WT inh: -21; BCR signal inh: -1%; CXXC DNA block: -4%; TCR activator: -1%; TSHR antag: -9; Coupling enz: 3; AT treatment: -7%

What do the screens show for `COc1ccc(NC(=O)CCN2CCC(C)CC2)cc1`?
GALK inhibitor: -4%; Giardia killer: -4; Tb PFK inh: 0%; hERG WT inh: -10; BCR signal inh: 3%; CXXC DNA block: 2%; TCR activator: 2%; TSHR antag: 5; Coupling enz: 2; AT treatment: -5%

What do the screens show for `CC(NS(=O)(=O)c1ccc(OCC(=O)NCc2ccccn2)cc1)c1ccccc1` (configuration not stated)?
GALK inhibitor: 7%; Giardia killer: 8; Tb PFK inh: 4%; hERG WT inh: -2; BCR signal inh: 0%; CXXC DNA block: -5%; TCR activator: -2%; TSHR antag: 5; Coupling enz: 2; AT treatment: 3%

How did COC(=O)c1ccc(N=c2sc(C(=O)OC)cc(=O)n2C)cc1 do in these assays?
GALK inhibitor: -2%; Giardia killer: -6; Tb PFK inh: 3%; hERG WT inh: -1; BCR signal inh: -3%; CXXC DNA block: 7%; TCR activator: -3%; TSHR antag: -3; Coupling enz: 1; AT treatment: 5%

What do the screens show for `O=C(NCCOCCOCCNC(=O)c1cccnc1)c1cccnc1`?
GALK inhibitor: 1%; Giardia killer: 3; Tb PFK inh: -1%; hERG WT inh: 2; BCR signal inh: 3%; CXXC DNA block: -8%; TCR activator: 2%; TSHR antag: 2; Coupling enz: 0; AT treatment: 3%

Results for CCOc1ccc(N2C(=O)Nc3ccccc3C2(O)C(=O)NCc2ccc(F)cc2)cc1 (configuration not stated) ?
GALK inhibitor: 5%; Giardia killer: 1; Tb PFK inh: 2%; hERG WT inh: 4; BCR signal inh: -7%; CXXC DNA block: -3%; TSHR antag: 1; Coupling enz: 3; AT treatment: 5%

What do the screens show for `Cc1cccc(N2CCN(C(=O)c3ccc(Cl)c(NC4=NC5CS(=O)(=O)CC5S4)c3)CC2C)c1` (configuration not stated)?
GALK inhibitor: 2%; Giardia killer: -8; Tb PFK inh: -1%; hERG WT inh: -1; BCR signal inh: 2%; CXXC DNA block: 4%; TCR activator: -3%; TSHR antag: -5; AT treatment: 13%

Results for C/C(=N\Nc1nnc(-c2ccccc2)c(-c2ccccc2)n1)c1cccc([N+](=O)[O-])c1 ?
GALK inhibitor: -4%; Giardia killer: 7; Tb PFK inh: 5%; hERG WT inh: 7; BCR signal inh: inconclusive; CXXC DNA block: inconclusive; TCR activator: 6%; TSHR antag: -18; Coupling enz: 2; AT treatment: 7%

Results for CS(=O)(=O)c1ccc2nc(NC(=O)C3=NN(c4ccccc4)C(=O)CC3)sc2c1 ?
GALK inhibitor: 4%; Giardia killer: -5; Tb PFK inh: 1%; hERG WT inh: 14; BCR signal inh: 2%; CXXC DNA block: -16%; TCR activator: -1%; TSHR antag: 5; Coupling enz: 3; AT treatment: 1%

What do the screens show for `O=C(NNC1CC(=O)N(c2cccc(Cl)c2)C1=O)c1cccnc1` (configuration not stated)?
GALK inhibitor: -1%; Giardia killer: 3; Tb PFK inh: 0%; hERG WT inh: 1; BCR signal inh: 7%; CXXC DNA block: -3%; TCR activator: 1%[46.1 µM]; TSHR antag: 8; Coupling enz: 1; AT treatment: -4%

What do the screens show for `COc1ccc(C2CC(=O)c3cnc(NC(=O)c4ccco4)nc3C2)cc1` (configuration not stated)?
GALK inhibitor: -5%; Giardia killer: 4; Tb PFK inh: 1%; hERG WT inh: 4; BCR signal inh: 0%; CXXC DNA block: -15%; TCR activator: -2%; TSHR antag: 9; AT treatment: -23%

Results for CCCS(=O)(=O)N1CCC(C(=O)N2CCN(Cc3ccccc3)CC2)CC1 ?
GALK inhibitor: 0%; Giardia killer: 8; Tb PFK inh: 5%; hERG WT inh: 5; BCR signal inh: 4%; CXXC DNA block: 21%; TCR activator: 2%; TSHR antag: 25; Coupling enz: 6; AT treatment: 6%

What do the screens show for `COc1ccc(CCNC(=O)Cn2nc(C)c3c(C)n(-c4ccccc4)nc3c2=O)c(OC)c1`?
GALK inhibitor: -3%; Giardia killer: 25; Tb PFK inh: 1%; hERG WT inh: -1; BCR signal inh: 2%; CXXC DNA block: -5%; TCR activator: -6%; TSHR antag: -6; Coupling enz: 3; AT treatment: -4%

What do the screens show for `N#CC1(P(=O)(c2ccccc2)c2ccccc2)CC1`?
GALK inhibitor: 6%; Giardia killer: -8; Tb PFK inh: -4%; hERG WT inh: -2; BCR signal inh: -1%; CXXC DNA block: 2%; TCR activator: -1%; TSHR antag: 0; Coupling enz: 0; AT treatment: 10%

What do the screens show for `O=C(NNc1ccccn1)C(=O)NNS(=O)(=O)c1ccc(Cl)cc1`?
GALK inhibitor: -2%; Giardia killer: -17; Tb PFK inh: 1%; hERG WT inh: 0; BCR signal inh: -1%; CXXC DNA block: inconclusive; TCR activator: 0%; TSHR antag: 4; Coupling enz: 3; AT treatment: 3%

What do the screens show for `Cc1ccc(S(=O)(=O)N2CCN(c3ccccc3)CC2)cc1C`?
Giardia killer: -1; Tb PFK inh: 1%; hERG WT inh: -4; BCR signal inh: 4%; CXXC DNA block: -2%; TCR activator: 13%; TSHR antag: 0; Coupling enz: 1; AT treatment: 0%

What do the screens show for `N/C(=N\c1nc2ccccc2o1)NC(=O)c1ccccc1F`?
GALK inhibitor: -2%; Giardia killer: 6; Tb PFK inh: 2%; hERG WT inh: 18; BCR signal inh: inconclusive; CXXC DNA block: 1%; TCR activator: 12%; TSHR antag: -8; Coupling enz: -1; AT treatment: 5%

What do the screens show for `O=S(=O)(Nc1ccc(N2CCCCC2)cc1)c1ccccc1`?
GALK inhibitor: -3%; Giardia killer: -8; Tb PFK inh: 0%; hERG WT inh: 4; BCR signal inh: inconclusive; CXXC DNA block: 1%; TCR activator: 4%[46.1 µM]; TSHR antag: 38; Coupling enz: -1; AT treatment: 4%

What do the screens show for `COc1ccc(CNCc2ccc3ccccc3c2)c(OC)c1`?
GALK inhibitor: -4%; Giardia killer: 6; Tb PFK inh: -2%; hERG WT inh: 7; BCR signal inh: inconclusive; CXXC DNA block: inconclusive; TCR activator: -5%; TSHR antag: 7; Coupling enz: 4; AT treatment: 0%

What do the screens show for `CC(C)(CN1CCNCC1)NS(=O)(=O)c1ccc(Cl)cc1`?
Giardia killer: 16; Tb PFK inh: 0%; hERG WT inh: inconclusive; BCR signal inh: -3%; TCR activator: -6%; TSHR antag: -7; AT treatment: -1%

What do the screens show for `C=C(C)C(=O)Nc1cccc(C2=NOC3(C2)C[C@H](C(N)=O)N(C(=O)c2ccccc2)C3)c1` (some centres not stated)?
GALK inhibitor: -2%; Giardia killer: 40[activator]; Tb PFK inh: -29%; hERG WT inh: -13; BCR signal inh: -8%; CXXC DNA block: 20%; TCR activator: 0%; TSHR antag: -5; Coupling enz: 1; AT treatment: -10%

Results for NC(=O)CC(NC(=O)c1ccc(Br)cc1)c1ccc(NC2CCCCC2)c([N+](=O)[O-])c1 (configuration not stated) ?
Giardia killer: -3; Tb PFK inh: 1%; hERG WT inh: -5; BCR signal inh: -8%; CXXC DNA block: -5%; TCR activator: -4%; TSHR antag: 0; Coupling enz: 5; AT treatment: -1%

What do the screens show for `CCOC(=O)CSc1nnc(-c2ccc([N+](=O)[O-])cc2)o1`?
GALK inhibitor: 0%; Giardia killer: -6; Tb PFK inh: -2%; hERG WT inh: 0; BCR signal inh: inconclusive; CXXC DNA block: -2%; TCR activator: -3%; TSHR antag: -12; Coupling enz: 0; AT treatment: -1%

How did Cc1ccc(NC(=S)N2CCC(N(C)CC3CCCO3)CC2)c(C)c1 (configuration not stated) do in these assays?
GALK inhibitor: 0%; Giardia killer: -8; Tb PFK inh: -2%; hERG WT inh: 18; BCR signal inh: inconclusive; CXXC DNA block: -7%; TCR activator: -6%; TSHR antag: -4; Coupling enz: 3; AT treatment: 0%

Results for CC(=O)c1c(C)[nH]c(C(=O)OC(C)C(=O)Nc2cc(S(=O)(=O)N3CCCCC3)ccc2Cl)c1C (configuration not stated) ?
GALK inhibitor: 2%; Giardia killer: -11; Tb PFK inh: -4%; hERG WT inh: 0; BCR signal inh: 0%; CXXC DNA block: 15%; TCR activator: 4%[46.1 µM]; TSHR antag: -8; Coupling enz: 1; AT treatment: 9%

Results for CCc1nnc2n1N=C(c1ccc(Cl)cc1)CS2 ?
GALK inhibitor: -2%; Giardia killer: -13; Tb PFK inh: -2%; hERG WT inh: 26; BCR signal inh: -6%; CXXC DNA block: 10%; TCR activator: 0%; TSHR antag: 2; Coupling enz: -2; AT treatment: -4%

Assay outcomes from PubChem BioAssay.
